# Screens deposited in PubChem BioAssay by several laboratories.
# Runt-SMMHC FRET: inhibitors of RUNX1 Runt–CBFb-SMMHC binding, primary screen, biochemical, FRET, Cerulean-Runt, Venus-CBFb-SMMHC, uHTS; Runt-related transcription factor 1 (Homo sapiens) + Core-binding factor subunit beta …; Cerulean-Runt/Venus-CBFb-SMMHC FRET ratio 530/480, 1 h; inhibition, % at 20 µM; 220,000 tested, 0.74% active;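 active = mean inhibition across duplicate retests at 20 µM reaching about 50%, limit read from the data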;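 also: 0% = DMSO wells and 100% = wells with excess untagged CBFb-SMMHC; inhibitors lower the FRET ratio by blocking Runt binding to CBFb-SMMHC; some results filed as inactive read as strong as hits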
# TbHK1 inh: Trypanosoma brucei hexokinase 1 inhibitors, primary screen, biochemical, G6PDH-coupled NADH absorbance, MLSCN library | recombinant TbHK1, G6PDH-coupled NADH A340 | inhibition, % at 10 µM | 220,000 tested, 0.11% active | AID 1430, 2008;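 active = inhibition of 50% or more in the single-dose primary screen; inactive = inhibition below 50%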
# p97 ATPase inh: inhibitors of human p97 ATPase, primary screen, biochemical; Transitional endoplasmic reticulum ATPase (Homo sapiens), P55072; inhibition, % at 8 µM; AID 1481, 2009; recombinant p97 ATPase, Kinase-Glo ATP luminescence, 3 h; 220,000 tested, 0.42% active; in the data active = inhibition above about 15%;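 also: 0% = DMSO vehicle and 100% = wells lacking enzyme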
# Target sequence (P55072 whole entry, looked up): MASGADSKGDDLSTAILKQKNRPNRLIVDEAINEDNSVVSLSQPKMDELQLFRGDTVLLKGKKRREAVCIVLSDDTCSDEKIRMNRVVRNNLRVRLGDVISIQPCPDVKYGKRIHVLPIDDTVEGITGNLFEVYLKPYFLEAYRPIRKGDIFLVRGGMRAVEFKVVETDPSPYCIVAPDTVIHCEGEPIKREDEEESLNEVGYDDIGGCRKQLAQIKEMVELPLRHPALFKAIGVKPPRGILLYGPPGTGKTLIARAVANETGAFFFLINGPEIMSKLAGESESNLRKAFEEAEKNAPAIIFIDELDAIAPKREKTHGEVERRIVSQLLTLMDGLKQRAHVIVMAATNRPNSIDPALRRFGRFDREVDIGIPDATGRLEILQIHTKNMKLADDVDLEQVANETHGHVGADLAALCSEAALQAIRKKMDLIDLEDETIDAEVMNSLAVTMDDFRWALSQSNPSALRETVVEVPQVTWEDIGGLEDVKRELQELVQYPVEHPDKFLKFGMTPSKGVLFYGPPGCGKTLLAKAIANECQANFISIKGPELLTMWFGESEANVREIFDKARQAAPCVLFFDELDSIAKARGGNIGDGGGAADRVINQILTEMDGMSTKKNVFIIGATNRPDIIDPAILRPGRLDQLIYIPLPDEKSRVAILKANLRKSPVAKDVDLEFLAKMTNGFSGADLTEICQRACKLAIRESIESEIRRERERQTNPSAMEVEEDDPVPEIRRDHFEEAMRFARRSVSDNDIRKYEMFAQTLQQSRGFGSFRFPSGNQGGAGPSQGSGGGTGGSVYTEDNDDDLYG
# RBBP9 inhibitor: human RBBP9 inhibitors, primary screen, biochemical, fluorescence polarization, FP-Rh probe, HTS | Serine hydrolase RBBP9 (Homo sapiens), O75884 | recombinant RBBP9 | inhibition, % at 7.94 µM | 220,000 tested, 0.2% active | AID 1515, 2009;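 active = inhibition above the campaign mean of all tested compounds plus 3 SD, cut at about 14% in these data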;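 also: plate controls were DMSO wells with RBBP9 for no effect and wells lacking RBBP9 protein for full effect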
# Target sequence (O75884 whole entry, looked up): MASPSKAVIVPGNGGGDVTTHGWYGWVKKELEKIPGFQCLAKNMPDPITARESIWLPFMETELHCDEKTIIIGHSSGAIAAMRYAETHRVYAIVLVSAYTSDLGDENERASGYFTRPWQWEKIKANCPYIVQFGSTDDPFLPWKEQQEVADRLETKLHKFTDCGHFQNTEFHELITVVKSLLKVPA
#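 Material: RBBP9 protein. Amount: RBBP9 at 2.5 µM in dispensed solution, before mixing. Schedule: 30 min then 45 min, 25 °C. Medium: Tris buffer pH 8.0, NaCl, Pluronic. Measured by: fluorescence polarization. Measure: percent inhibition from mP, scaled between DMSO and no-protein wells. Replication: one well per compound.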
# Furin inhibitor: human furin inhibitors, primary screen, biochemical, fluorescence intensity; P09958; purified furin, fluorogenic substrate cleavage; inhibition, % at 30 µM; 220,000 tested, 0.061% active; AID 463115, 2010; in the data active = inhibition above about 25%; also: inactives centre near -15
# NCF1 inh: p47phox/p22phox peptide binding inhibitors, primary screen, biochemical, uHTS, NADPH oxidase regulatory subunit; fluorescence polarization, 2 h; AID 1274, 2008; 220,000 tested, 0.53% active; inhibition, % at 24.7 µM; Neutrophil cytosol factor 1 (Homo sapiens), P14598;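 active = inhibition above about 30%, limit read from the data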;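 also: 0% = p47phox with labelled peptide and 100% = labelled peptide alone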
# EBV gp42 inh: Epstein-Barr virus gp42 inhibitors, primary screen, biochemical, uHTS, fluorescence polarization; Glycoprotein 42 (Epstein-Barr virus (strain AG876)), Q1HVG2; Fluorescence polarization binding assay, mP read-out; inhibition, % (tested at 21.74 µM); 220,000 tested, 0.42% active; in the data active = inhibition above about 50%
# Runt-CBFb FRET: inhibitors of RUNX1 Runt–CBFb binding, primary screen, biochemical, FRET, Cerulean-Runt, Venus-CBFb, uHTS | Runt-related transcription factor 1 (Homo sapiens) + Core-binding factor subunit beta … | Cerulean-Runt/Venus-CBFb FRET ratio 530/480, 1 h | inhibition, % at 20 µM | 220,000 tested, 0.46% active | AID 1496, 2009;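 active = inhibition over about 50% at 20 µM in the single-dose screen, limit read from the data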;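 also: 0% = DMSO wells and 100% = excess unlabeled CBFb competitor control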
#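 Assay system: Cerulean-Runt domain fusion protein, energy donor; Signal: fluorescence energy transfer, 422 nm excitation, 530/480 nm emission; Timing: 1 h compound exposure, room temperature; Control set: unlabeled CBFb; Medium: Tris buffer pH 7.5 with salts and BSA; Compound: single test concentration of 20 µM, 1% DMSO final; Probe or stimulus: Venus-CBFb 100 nM.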
# Calpain2 inh: inhibitors of pig calpain II, primary screen, biochemical, fluorogenic peptide substrate, 1536-well. AID 1236, 2008. 220,000 tested, 0.37% active. inhibition, % at 16 µM. purified calpain II, 30 min;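 active = inhibition above about 50%, limit read from the data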
# * marks the source's active call; other numbers are inactive results; . = no result given; [ ] = dose if it differs, or a comment. No enrichment for hits. About 2.7% of those tested had a hit in this group.
SMILES,Runt-SMMHC FRET,TbHK1 inh,p97 ATPase inh,RBBP9 inhibitor,Furin inhibitor,NCF1 inh,EBV gp42 inh,Runt-CBFb FRET,Calpain2 inh
CCS(=O)(=O)N1Cc2ccccc2CC1C(=O)NCC12CC3CC(CC(C3)C1)C2 (stereo not drawn),-2,-8,-6,-6,-3[20 µM],-32,-34,-6,-26
Fc1cc(F)cc(NC(=S)N2CCN(c3ncccn3)CC2)c1,1,-1,2,-2,-21,-12,-3,0,8
CCCN1CCN(CCCNC(=O)CCNC(=O)Cn2ccc3ccccc3c2=O)CC1,-4,-11,1,-7,-15[20 µM],-16,-18,2,-21
COc1ccc(/C=N/NC(=O)c2cc(-c3cccnc3)nc3ccccc23)c(OC)c1,-2,-12,0,0,-15,3,1,-5,-28
Cc1cc(Cl)c(S(=O)(=O)N2CCSCC2)cc1OCC(N)=O,-1,-1,8,-4,-22[20 µM],-12,-7,4,-24
O=C(CN1CCC(N2CCCCC2)CC1)N1CCCc2ccccc21,-2,-8,-1,-1,-6[20 µM],-7,-25,-8,9
CC(C)OC(=O)c1cccc(-c2ccc(C=O)o2)c1,-2,12,0,-9,8,-10,-16,1,2
Clc1ccc(C2=CSC3=NCCN23)cc1Cl,1,-4,1,2,-20,-6,-21,4,-14
CCOn1c(=O)c[n+]([O-])c2ccccc21,-6,-5,1,-1,-18,-61,-14,3,-2
CCOC(=O)c1c(CSCc2ccccc2)oc2ccc(O)c(CN(C)C)c12,-5,14,1,-6,-15,-1,2,3,15
CCOC(=O)N1CCC(NC(=O)c2ccc3nc(N4CCOCC4)sc3c2)CC1,-4,-5,1,2,-29[20 µM],-6,-6,2,19
CSc1cccc(CN2CCCC(CNC(=O)c3ccc(F)cc3)C2)c1 (stereo not drawn),5,7,1,-5,-40,3,-8,0,-3
COc1cc2ccccc2cc1C(=O)NC(=S)Nc1cccc(C(=O)O)c1,-2,-7,-1,-5,-20,-23,9,2,5
Cc1ccc(Cn2c(SCC(=O)N/N=C/c3ccccc3OCC(=O)O)nc3ccccc32)cc1,0,-3,-14,-14,-8,-4,17,3,21
Cc1nn(Cc2ccc([N+](=O)[O-])cc2)c(=O)n1-c1ccc(Cl)cc1,-1,-1,1,6,-32,-11,-19,-1,-2
O=C(C1CCCN(S(=O)(=O)c2ccccc2)C1)N1CCCc2ccccc21 (stereo not drawn),-4,-1,-6,3,-21[20 µM],-12,-16,-7,0
CCOc1ccccc1OCCCCCc1c(C)n[nH]c1C,1,-6,-10,2,-15,-12,-20,0,-4
Cc1ccc(N=C2NC(=O)/C(=C/C=C/c3ccco3)S2)cc1C,-32,4,3,-2,0,-107,-5,6,-27
O=C(CSc1ncnc2c1oc1ccccc12)Nc1nccs1,-6,-20,8,8,-10,-4,-36,3,40
O=C(/C=C/c1ccco1)NC(=S)Nc1ccc(N2CCCC2)cc1,-2,-13,9,3,-3,-8,-15,17,7
CCOC(=O)/C(=C\C=C1/Sc2cc(OCC)c(OCC)cc2N1CC)C(C)=O,-416,-1,2,-9,-15,-178,-293,-136,-34
COc1ccc(CN2CCCCCC2)c(C)c1C,-2,4,5,2,-9[20 µM],-3,-7,-2,-15
O=C1CC(/C=C/c2ccccc2)(C(=O)NC2CCCC2)N1c1ccc(S(=O)(=O)N2CCCC2)cc1 (stereo not drawn),2,-13,2,-6,-17,-9,-1,0,-36
CCCC(CCC)C(=O)Nc1ccc2c(c1)N(C(=O)CCN1CCN(C)CC1)c1ccccc1CC2,2,13,-6,-2,-12,-7,-10,2,7
CCCn1c(-c2ccncc2)n[nH]c1=S,2,-4,4,-4,-23,1,-11,4,-17

# Three structures out of the list, ordered by count of non-hydrogen atoms, rising.
SMILES,Runt-SMMHC FRET,TbHK1 inh,p97 ATPase inh,RBBP9 inhibitor,Furin inhibitor,NCF1 inh,EBV gp42 inh,Runt-CBFb FRET,Calpain2 inh
CCCn1c(-c2ccncc2)n[nH]c1=S,2,-4,4,-4,-23,1,-11,4,-17
CCOc1ccccc1OCCCCCc1c(C)n[nH]c1C,1,-6,-10,2,-15,-12,-20,0,-4
Cc1ccc(Cn2c(SCC(=O)N/N=C/c3ccccc3OCC(=O)O)nc3ccccc32)cc1,0,-3,-14,-14,-8,-4,17,3,21

# (listing goes on)
SMILES,Runt-SMMHC FRET,TbHK1 inh,p97 ATPase inh,RBBP9 inhibitor,Furin inhibitor,NCF1 inh,EBV gp42 inh,Runt-CBFb FRET,Calpain2 inh
O=C(Nc1cc(C(F)(F)F)ccc1N1CCOCC1)c1ccc[n+]([O-])c1,0,-3,3,0,-24[20 µM],-12,-18,0,-18
Cc1ccc(C(=O)OC2CCOC2=O)cc1NC(=O)c1ccco1 (stereo not drawn),0,-4,1,-5,-22,-8,-5,1,-2
CCOc1cccc(-c2nn3c(-c4ccccn4)nnc3s2)c1,-2,-3,2,-7,-13,-4,-18,-1,1
O=C(Nc1cccnc1)c1cccs1,-3,3,5,-4,-23[20 µM],0,-16,4,64*
CCc1cc(C(=O)Cc2nc3ccccc3s2)c(O)cc1OCC(=O)O,88,-38,12,-6,-10,7,7,38,34
CN(C(=O)c1c(Cl)nc2sccn12)C1CCCCC1,-8,8,-9,-5,4[20 µM],-28,0,-1,17
CCn1nc(NC(=O)c2ccncc2)c2cc3ccccc3nc21,7,-4,7,1,-24,-15,-21,6,-4
Cn1nc(C(=O)Nc2ccc(S(=O)(=O)N3CCCCC3)cc2)ccc1=O,1,-6,-3,5,-7,-10,-33,-2,-14
CN(C)c1ccc(NC(=O)c2ccc3c(c2)nnn3C)cc1,6,-5,4,-2,-13,-2,-8,10,1
CN(C(=O)COC(=O)c1cccnc1Nc1ccccc1F)C1CCS(=O)(=O)C1 (stereo not drawn),-3,20,4,-8,15,-16,-30,7,6
N#CCCn1cc(C(=O)Nc2ccc([N+](=O)[O-])cc2)c(-c2cc3ccccc3o2)n1,1,-13,-1,-8,-12,-32,6,-2,-15
Cc1ccc(NC(=O)NC2=NN(c3ccccc3)C(=O)/C2=C2/CCCN2C)cc1,-2,-9,1,1,-16,-5,6,-2,-24
O=C(C1COc2ccccc2O1)N1CCCC1 (stereo not drawn),0,-6,1,15*,-18[20 µM],-8,-29,1,-6
CC1(C)CC2(CC(c3ccc(F)cc3)c3ccc(O)cc3O2)NC(=S)N1 (stereo not drawn),0,-10,0,-9,-22,-12,-2,3,-29
Cc1nn(C)c(C)c1S(=O)(=O)N(CC(=O)Nc1nccs1)c1ccc(C(C)C)cc1,4,-4,0,-7,-28,-9,-19,.,-6
Cc1ccc(-c2nc3c(c(=O)[nH]c(=O)n3Cc3ccccc3)n2Cc2ccccc2)o1,-6,-2,1,-11,-15,-43,-6,1,-223
NC(=O)C1CCN(C2=C(Cl)C(=O)c3ccccc3C2=O)CC1,0,-7,3,-1,-13[20 µM],7,-17,2,15
O=c1[nH]nc(Cc2ccc(Cl)cc2Cl)c2ccccc12,-5,-6,-4,-8,-24[20 µM],-10,-4,1,-8
COc1ccc2nc(-c3ccc(N)cc3)[nH]c2c1,5,-50,-5,-7,-233[20 µM],-5,-12,-1,-324
O=C(Cn1cc2c(n1)CCCC2)N1CCc2ccccc21,1,10,3,-3,-19,2,-14,1,-6
O=C1Nc2ccccc2C1(O)C/C(=N/O)c1ccccc1 (stereo not drawn),0,-7,1,-4,-10,-2,-3,0,-8
CCC(C)NC(=O)C1(C)CCC(=O)N1Cc1ccccc1OC (stereo not drawn),1,5,0,-4,-14[20 µM],-2,4,0,5
CCC(c1nnnn1Cc1ccc(F)cc1)N(CCCO)Cc1cc2cc3c(cc2[nH]c1=O)OCO3 (stereo not drawn),-47,3,-4,-4,-29,-14,-19,-32,-38
c1cc2c(cn1)cnc1cscc12,-4,1,8,-4,-6,-3,-22,0,-47
Cc1cccc(C(P(=O)(c2ccccc2)c2ccccc2)P(=O)(c2ccccc2)c2ccccc2)n1,2,-3,1,-6,-17,-4,-21,-1,0
# The results go on.
SMILES,Runt-SMMHC FRET,TbHK1 inh,p97 ATPase inh,RBBP9 inhibitor,Furin inhibitor,NCF1 inh,EBV gp42 inh,Runt-CBFb FRET,Calpain2 inh
COc1ccc2sc(NC(C)=O)nc2c1,1,7,-1,-5,-14,2,-32,0,1
COc1ccc(/C=C(\C#N)C(=O)NCc2cccnc2)cc1OC,0,-19,4,-13,-28,-8,-10,1,-24
Cc1ccccc1NC(=O)COC(=O)/C=C/c1cn(-c2ccccc2)nc1-c1cccnc1,-2,7,2,-7,-6,-155,-115,-5,-21
CC(C)(C)S(=O)(=O)c1cnc2c(-c3ccc(F)cc3)cnn2c1N,0,-7,-1,-4,-23[20 µM],-9,-21,-3,-144
O=c1c(-c2ccc(O)cc2)coc2cc(OC3OC(CO)C(O)C(O)C3O)ccc12 (stereo not drawn),1,-38,6,0,-15,-15,-6,-1,-30
Cc1ccc(-c2ccnc(-c3ccc(O)cc3)n2)cc1,-4,-2,10,-6,-6,-24,-15,0,2
Cc1nn(-c2ccc(F)cc2)c2sc(C(=O)OCC(=O)N3CCC(C)CC3)cc12,-2,3,-4,-6,-13[20 µM],-13,-11,-10,-81
O=C(NCc1ccc(Cl)cc1)C1CCC(CNc2c(N3CCCCC3)c(=O)c2=O)CC1 (stereo not drawn),2,-4,-2,-7,-9,-1,-3,-2,12
CCOC(=O)c1cnc2c(c(C)nn2C)c1Oc1ccccc1F,-2,2,-1,-7,-10,-7,-9,-3,6
O=C1CC(Nc2cc(=O)[nH]c(=O)[nH]2)C(=O)N1c1ccccc1Cl (stereo not drawn),0,0,-1,-3,-19,7,-1,2,20
CCN(CC)CCOC(=O)c1cccc(Cl)c1,0,6,0,-8,-14,-9,-11,1,4
CC(C)(C)c1ccc(C(=O)NCc2nnc(SCC(=O)N3CCCc4ccccc43)n2-c2ccccc2)cc1,0,-3,9,-6,-23,-141,-47,-7,-56
CCOc1ccccc1NC(=O)C12CC3CC(C1)CC(c1ccc(C)cc1)(C3)C2,-3,11,-10,0,-10,-12,-8,-5,-9
O=C1Nc2ccccc2C(O)(C(=O)NC2CC2)N1c1ccc(Cl)c(Cl)c1 (stereo not drawn),-2,2,-3,-8,-7,0,-15,-1,-2
CC(C)(C)n1cnc2cc(NS(=O)(=O)c3ccc(Br)cc3)ccc21,1,-8,0,-5,-19[20 µM],-13,6,2,1
Cc1ccc(NC(=S)N(Cc2cccs2)Cc2cc3cccc(C)c3[nH]c2=O)cc1,-1,-10,4,0,-18,-8,-9,3,-5
COCCCNC1CS(=O)(=O)CC1O (stereo not drawn),-3,-12,1,0,-21,-11,0,-1,-28
COc1cc(C(=O)NC2=NCCS2)cc(OC)c1OC,-1,-2,2,-5,-5[20 µM],-6,-3,2,-53
CC(C)NS(=O)(=O)c1ccc(OCC(=O)NCCC2=CCCCC2)cc1,-3,1,-5,-5,-19[20 µM],-8,2,-2,23
